From PubChem BioAssay
GLP1R ag – agonists of human GLP-1 receptor; HEK293 GLP-1R CRE-luciferase, luminescence, 4-6 h; cells express a hypersensitive GLP-1R form; AID 624172; 0.007% of 380,000 active; Potency, µM (highest dose often 45.6 µM), inactives show top-dose activation, hits mostly activators; further: % of control where 0% means no effect
Target sequence (P43220 whole entry, looked up): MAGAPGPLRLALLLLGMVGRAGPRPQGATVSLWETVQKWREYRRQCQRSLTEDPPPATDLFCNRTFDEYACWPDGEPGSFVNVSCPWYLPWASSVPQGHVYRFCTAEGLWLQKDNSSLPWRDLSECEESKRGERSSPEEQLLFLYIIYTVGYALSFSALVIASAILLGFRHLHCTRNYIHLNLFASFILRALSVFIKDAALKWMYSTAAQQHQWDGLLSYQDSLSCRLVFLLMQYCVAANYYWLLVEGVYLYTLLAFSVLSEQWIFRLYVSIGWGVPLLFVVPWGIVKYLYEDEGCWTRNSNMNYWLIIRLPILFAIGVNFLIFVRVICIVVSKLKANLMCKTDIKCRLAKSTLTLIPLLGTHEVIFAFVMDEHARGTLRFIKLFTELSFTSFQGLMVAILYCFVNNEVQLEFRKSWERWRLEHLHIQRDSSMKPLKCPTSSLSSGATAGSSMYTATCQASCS
FUS suppressor – FUS proteinopathy suppression in yeast. S. cerevisiae FUS-expressing, growth rescue, OD600, 24 h. Potency, µM (series often up to 76.6 µM), inactives show at the top dose growth rescue (activation), hits mostly activators. 0.24% of 390,000 active. AID 1347120;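 further: plate controls were DMSO vehicle for no effect and reference control for full effect; nearly all actives have a fitted effect of over 55% in size; some results filed as inactive show a strong effect at the top dose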
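Galactose (2%) drives FUS expression in yeast precultured in raffinose; seeding density OD 0.005. Test compounds incubated 24hr at 30C and 99% humidity before absorbance at 600 nm was measured.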
aSyn rescue – rescues yeast growth from alpha-synuclein toxicity. Yeast expressing alpha-synuclein, growth rescue, BacTiter-Glo, 24 h. Potency, µM (series often up to 46.1 µM), inactives show at the top dose growth rescue (activation), actives largely listed as activators. 0.14% of 370,000 active. AID 652106; further: % of control where 0% means no effect; nearly all actives have a fitted effect of over 65% in size
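Readout is rescue of growth in alpha-synuclein-expressing yeast, so inhibitors of toxicity appear as activators. Growth after 24 hr at 30 deg C in galactose medium is quantified by luminescence.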
Numbers without * were called inactive; ? = inconclusive; nt = no result given; & = joins results of further samples; [ ] = another dose, or the depositor's remark. The call rests on the fitted dose curve; in most records, active means well fitted activation curve with a large enough effect; inconclusive means small, poorly fitted or top-dose-only effect; inactive means no such curve, though single readings can be large or run the other way. Potency means the concentration at half of the fitted maximal effect. Some of the compounds tested; count on the stated rates, not on these rows.

SMILES	GLP1R ag	FUS suppressor	aSyn rescue
c1ccc(-n2cnnn2)cc1	-3.3%	nt	nt
CCC1OC(=O)C[C@H](O)C(C)[C@@H](O[C@@H]2OC(C)C(O)C(N(C)C)C2O)C(CCN2CC(C)CC(C)C2)CC(C)C(=O)/C=C/C(C)=C\[C@@H]1COC1OC(C)C(O)C(OC)C1OC (stereo not given in full)	1.4%	nt	nt
CC1(C(=O)O)CCC2(C)CCC3(C)C(=CC(=O)[C@@H]4C5(C)CC[C@H](O[C@H]6O[C@H](C(=O)O)C(O)C(O)[C@H]6O[C@@H]6O[C@H](C(=O)O)C(O)C(O)C6O)C(C)(C)[C@@H]5CCC43C)[C@@H]2C1 (stereo not given in full)	2.1%	nt	nt
CCOC(=O)c1ccccc1O	4.5%&-1.5%	nt	nt
C=CCCCCCCCCC(=O)OC	-3.4%	nt	nt
Cc1ccsc1/C=C\C1=NCCCN1C	6.1%[19.8 µM]	nt	nt
CCCCCCCCCCCCCCCC[N+](C)(C)Cc1ccccc1	-6.1%	nt	nt
COC(=O)C1=C(C)NC(C)=C(C(=O)OCCN2CCN(C(c3ccccc3)c3ccccc3)CC2)C1c1cccc([N+](=O)[O-])c1 (stereo not given)	-2.2%	nt	nt
CN(C(=O)c1c(O)c2ccccc2n(C)c1=O)c1ccccc1	21.9%	nt	nt
COc1ccc(-c2cc(C(F)F)nn2-c2ccc(S(N)(=O)=O)cc2)cc1F	-7.5%	nt	nt
O=C(NCCCN1CCOCC1)c1ccc(Cl)cc1	-1.8%	nt	nt
C=C1c2cccc(O)c2C(O)=C2C(=O)[C@@]3(O)C(O)=C(C(N)=O)C(=O)[C@@H](N(C)C)[C@@H]3[C@@H](O)[C@H]12	-4.3%[19.8 µM]	nt	nt
C[C@@]12CC[C@H]3[C@@H](CCC4=CC(=O)CC[C@]43C)[C@H]1CC[C@H]2C(=O)CO	3.4%[19.8 µM]	nt	nt
CC(=O)Nc1ccc(OC(=O)c2ccccc2OC(C)=O)cc1	2.9%	nt	nt
C[C@@H]1c2cccc(O)c2C(O)=C2C(=O)[C@@]3(O)C(O)=C(C(N)=O)C(=O)[C@@H](N(C)C)[C@@H]3[C@@H](O)[C@@H]21	-0.8%	nt	nt
O=C1c2c(O)cccc2[C@@H]([C@@H]2O[C@H](CO)[C@@H](O)[C@H](O)[C@H]2O)c2cc(CO)cc(O)c21	0.8%	nt	nt
CCCCCCCCCCCC[N+](C)(C)Cc1ccccc1	4.8%	nt	nt
C/C(=C(/CCO)SS/C(CCO)=C(\C)N(C=O)Cc1cnc(C)nc1N)N(C=O)Cc1cnc(C)nc1N	1.5%	nt	nt
CCCCC(CC)COC(=O)c1ccccc1O (stereo not given)	4.4%	nt	nt
NCc1ccccc1Sc1ccccc1CO	8.1%	nt	nt
CN(c1nccc(=O)[nH]1)C1CCN(c2nc3ccccc3n2Cc2ccc(F)cc2)CC1	12.1%	nt	nt
CCN(CC)CCOc1ccc(Cc2ccccc2)cc1	28.6%	nt	nt
N#C/C(=C1/SCC(c2ccccc2Cl)S1)n1ccnc1 (stereo not given)	?	nt	nt
COc1cc(C=O)ccc1O	-1.3%	nt	nt
CCCOc1ccc2nc(NC(=O)OC)[nH]c2c1	4.7%	nt	nt
The list goes on.
SMILES	GLP1R ag	FUS suppressor	aSyn rescue
CCN(CC)CC1CCCCN1CC(=O)N1c2ccccc2C(=O)Nc2cccnc21 (stereo not given)	5.5%	nt	nt
Cc1ccccc1OCC(O)CO (stereo not given)	6.3%	nt	nt
C[C@@H]1CC2[C@@H]3C[C@H](F)C4=CC(=O)C(Cl)=C[C@]4(C)[C@@]3(F)[C@H](O)C[C@]2(C)[C@@]1(O)C(=O)CO (stereo not given in full)	-0.4%	nt	nt
C=Cc1ccccc1	-0.6%	nt	nt
COC(=O)c1ccccc1O	2.1%	nt	nt
CN(C)CCCSc1ccccc1NC(=O)/C=C/c1ccccc1	6.6%	nt	nt
NC(=O)C[C@@H](N)C(=O)O	-1.2%	nt	nt
Cc1cccc(N(C)C(=S)Oc2ccc3c(c2)CCC3)c1	3.6%	nt	nt
CNS(=O)(=O)CCc1ccc2[nH]cc(C3CCN(C)CC3)c2c1	-4.6%	nt	nt
CCOC(=O)[C@H](CCc1ccccc1)N[C@@H](C)C(=O)N1C(=O)N(C)C[C@H]1C(=O)O	-1.2%	nt	nt
CCCCCCCCCCCCOCCOCCOCCOCCOCCOCCOCCOCCOCCO	9.2%	nt	nt
CCn1cc(C(=O)O)c(=O)c2cc(F)c(N3CCNC(C)C3)c(F)c21 (stereo not given)	nt	nt	-0.2%
CC[C@H](C(=O)Nc1ccccc1N1CCCC1)c1ccccc1	nt	14.4%	nt
O=C(O)c1ccc(-n2nc(-c3ccccc3O)nc2-c2ccccc2O)cc1	-3.4%	12.7%	nt

A different layout for 17 compounds above:
SMILES,GLP1R ag,FUS suppressor,aSyn rescue
NCc1ccccc1Sc1ccccc1CO,8.1%,nt,nt
CN(c1nccc(=O)[nH]1)C1CCN(c2nc3ccccc3n2Cc2ccc(F)cc2)CC1,12.1%,nt,nt
CCN(CC)CCOc1ccc(Cc2ccccc2)cc1,28.6%,nt,nt
N#C/C(=C1/SCC(c2ccccc2Cl)S1)n1ccnc1 (stereo not given),?,nt,nt
COc1cc(C=O)ccc1O,-1.3%,nt,nt
CCCOc1ccc2nc(NC(=O)OC)[nH]c2c1,4.7%,nt,nt
CCN(CC)CC1CCCCN1CC(=O)N1c2ccccc2C(=O)Nc2cccnc21 (stereo not given),5.5%,nt,nt
Cc1ccccc1OCC(O)CO (stereo not given),6.3%,nt,nt
C[C@@H]1CC2[C@@H]3C[C@H](F)C4=CC(=O)C(Cl)=C[C@]4(C)[C@@]3(F)[C@H](O)C[C@]2(C)[C@@]1(O)C(=O)CO (stereo not given in full),-0.4%,nt,nt
C=Cc1ccccc1,-0.6%,nt,nt
COC(=O)c1ccccc1O,2.1%,nt,nt
CN(C)CCCSc1ccccc1NC(=O)/C=C/c1ccccc1,6.6%,nt,nt
NC(=O)C[C@@H](N)C(=O)O,-1.2%,nt,nt
Cc1cccc(N(C)C(=S)Oc2ccc3c(c2)CCC3)c1,3.6%,nt,nt
CNS(=O)(=O)CCc1ccc2[nH]cc(C3CCN(C)CC3)c2c1,-4.6%,nt,nt
CCOC(=O)[C@H](CCc1ccccc1)N[C@@H](C)C(=O)N1C(=O)N(C)C[C@H]1C(=O)O,-1.2%,nt,nt
CCCCCCCCCCCCOCCOCCOCCOCCOCCOCCOCCOCCOCCO,9.2%,nt,nt
